ERAP1 HTS inh: inhibitors of human ERAP1 aminopeptidase | AID 652197 | Q9NZ08 | inhibition, % at 10.7 µM | 340,000 compounds, 0.15% hits | recombinant ERAP1, Leu-AMC fluorescence, 60 min;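 active = mean replicate inhibition of at least 30%, or all replicates individually reaching that 30% level; inactive = mean below 30% and not every replicate reaching it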;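 also: 0% = neutral control wells and 100% = L-leucinethiol positive control wells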
Target sequence (Q9NZ08 whole entry, looked up): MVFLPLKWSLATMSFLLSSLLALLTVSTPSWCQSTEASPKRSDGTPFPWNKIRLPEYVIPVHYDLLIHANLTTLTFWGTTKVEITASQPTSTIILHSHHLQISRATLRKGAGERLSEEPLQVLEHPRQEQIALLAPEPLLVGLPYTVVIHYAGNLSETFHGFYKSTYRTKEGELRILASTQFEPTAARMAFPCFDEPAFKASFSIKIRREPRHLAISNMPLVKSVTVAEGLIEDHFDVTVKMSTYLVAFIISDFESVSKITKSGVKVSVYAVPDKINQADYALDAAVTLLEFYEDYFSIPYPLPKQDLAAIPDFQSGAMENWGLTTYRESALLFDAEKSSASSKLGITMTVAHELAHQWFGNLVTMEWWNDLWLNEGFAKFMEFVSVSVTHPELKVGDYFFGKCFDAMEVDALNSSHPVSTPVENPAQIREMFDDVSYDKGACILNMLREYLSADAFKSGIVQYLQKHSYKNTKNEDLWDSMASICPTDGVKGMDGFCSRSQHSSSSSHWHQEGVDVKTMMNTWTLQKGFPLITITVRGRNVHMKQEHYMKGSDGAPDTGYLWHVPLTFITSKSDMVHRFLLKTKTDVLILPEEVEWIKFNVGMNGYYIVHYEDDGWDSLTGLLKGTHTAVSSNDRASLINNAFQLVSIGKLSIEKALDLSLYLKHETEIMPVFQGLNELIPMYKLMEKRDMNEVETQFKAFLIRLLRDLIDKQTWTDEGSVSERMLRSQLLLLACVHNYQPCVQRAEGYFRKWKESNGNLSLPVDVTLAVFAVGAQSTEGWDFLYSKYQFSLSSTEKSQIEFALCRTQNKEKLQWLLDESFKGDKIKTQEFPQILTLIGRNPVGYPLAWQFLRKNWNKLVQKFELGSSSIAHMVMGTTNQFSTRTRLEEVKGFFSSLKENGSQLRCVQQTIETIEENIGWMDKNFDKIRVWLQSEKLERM
SIRT5 block: blocks human SIRT5 desuccinylation of peptide | Q9NXA8 | Purified SirT5, succinyl-peptide AMC, trypsin-coupled fluorescence | 330,000 compounds, 1.1% hits | inhibition, % at 15 µM | AID 652115; in the data active = inhibition above about 15%; inconclusive = no clear call, values can overlap the other calls
ERp5 inh: blocks human ERp5 reductase activity on insulin | Q15084 | ERp5 insulin aggregation, absorbance 650 nm, 90 min | inhibition, % at 9.99 µM | 350,000 compounds, 0.05% hits;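 active = mean replicate inhibition above about 25%, with every replicate also reaching it, limit read from the data, passing the limit was not always enough; inconclusive = only one of those two criteria met; inactive = neither criterion met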
CFTR F508del cor: CFTR F508del correction in bronchial cells. CFBE cells, YFP halide quenching; stimulated with forskolin plus potentiator P3; % fluorescence drop versus neutral controls. activity (quench increase), % at 7.58 µM. 350,000 compounds, 0.36% hits. AID 720511;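 active = mean added fluorescence quench of at least 8% versus neutral control, with both replicates also reaching 8%; inconclusive = only one of the mean or replicate conditions met; inactive = mean below 8% and not both replicates reaching 8%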;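 also: cells transiently co-express mutant CFTR-F508del with the halide-sensitive YFP; corrector assay measuring rescue of mutant channel to the surface after 24 h compound exposure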
miR-122 sensor: inhibitors of miR-122 in Huh7 cells. Huh7 miR-122 Renilla luciferase sensor, 48 h; neutral wells = 0, positive control = 100. AID 602342. 340,000 compounds, 0.3% hits. activation (reporter increase), % at 12.5 µM;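 active = mean replicate activation score at least 90 and every replicate individually at or above 90; inconclusive = only one of the two criteria met; inactive = neither criterion met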;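 also: higher luciferase means less miR-122 activity so hits act as miR-122 inhibitors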
DENV2 CPE: protects cells from dengue virus 2 cytopathic effect; DENV2-infected cells, cytopathic effect rescue, plate reader; CPE inhibition, % at 9.99 µM; 350,000 compounds, 1.7% hits; AID 651640; in the data active = CPE inhibition above about 20%, passing the limit was not always enough; inconclusive = no clear call, values can overlap the other calls; tested in BHK-21 cells;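 also: 0% = median of neutral control wells and 100% = median of positive control wells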
Casp6 inh: inhibitors of human caspase-6. P55212. 350,000 compounds, 0.53% hits. inhibition, % at 12.5 µM. purified caspase-6, Z-VEID-R110 cleavage fluorescence. AID 686996;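 active = mean inhibition across replicates at least about 35%, with every replicate also reaching that limit, limit read from the data; inconclusive = only one of the two criteria met; inactive = neither criterion met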;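 also: 0% = median of neutral control wells and 100% = no fluorescence left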
* marks the source's active call; other numbers are inactive results; ? = inconclusive; . = not tested or not shown; [ ] = another dose, or the depositor's remark. No enrichment for hits; any-hit rate near 4%.

SMILES	ERAP1 HTS inh	SIRT5 block	ERp5 inh	CFTR F508del cor	miR-122 sensor	DENV2 CPE	Casp6 inh
COc1ccccc1N1CCN(CCS(=O)(=O)c2cc(Cl)ccc2Cl)CC1	-2	-1	1	-3.0	-8	-12	-3
Cc1cc(NC(=O)CSc2nc(N)c(NC(=O)c3ccco3)c(=O)[nH]2)no1	-3	1	6	-0.4	-2	2	-1
COc1cc(CCC(=O)Nc2cnc3ccccc3c2)cc(OC)c1OC	-9	-7	5	0.1	-14	14	-2
COc1ccc(S(=O)(=O)N(C)C)cc1NC(=O)Cc1cccs1	1	-4	-2	-3.4	3	6	-5
CCCC(CCC)=NNC(=O)c1ccccc1F	2	0	3	-3.0	.	0	-1
C[C@@H]1CN([C@@H](C)CO)S(=O)(=O)c2ccc(C3=CCCC3)cc2O[C@@H]1CN(C)C(=O)C1CCOCC1	4	-2	0	-0.1	-28[16.7 µM]	4	-3
C[C@@H]1CN([C@H](C)CO)C(=O)c2cc(NC(=O)NC3CCCCC3)ccc2O[C@@H](C)CCCCO[C@@H]1CN(C)S(=O)(=O)c1cn(C)cn1	-1	-1	3	0.6	13[16.7 µM]	?	2
Cc1ccc(C(=O)NC(=S)NCc2ccccc2)cc1Br	.	-3	4	0.3	1	-5	0
O=C(NCC(F)(F)F)c1ccc(S(=O)(=O)NCCc2ccc3c(c2)OCCO3)cc1	0	.	5	0.7	5	5	-1
C[C@H](CO)N1C[C@H](C)[C@H](CN(C)S(=O)(=O)c2ccc(F)cc2)Oc2ncccc2C1=O	-9	1	-6	-0.2	7[16.7 µM]	-4	3
COc1ccc(C2OC(=O)CC2C(=O)NCc2ccc(F)cc2)cc1OC (configuration not stated)	-3	-1	0	1.1	-7	.	0
COc1cc(-c2ccc(NC(=O)NC3CC3)c(OC)c2)ccc1NC(=O)NC1CC1	0	-2	4	-0.9	.	1	-1
COc1ccc(NC(=O)C(NCC(C)C)c2ccccc2)cc1Cl (configuration not stated)	1	-1	5	-1.5	21	5	0
O=S(=O)(c1ccc(F)cc1)c1snnc1-c1ccccc1	8	0	-17	-2.7	.	-3	43*
CCc1cccc(C)c1NC(=O)CSc1nnc(C)o1	3	-2	-2	-0.6	-6	?	1
CC(=O)N1[C@@H]2c3ccc(-c4ccc(F)cc4)c(=O)n3C[C@@H]2[C@@H](CO)[C@@H]1C(=O)N(C)C	.	-18	-1	-1.6	-5[16.7 µM]	?	.
O=C(CSc1nnc(CNC(=O)c2ccccc2F)o1)NCc1ccco1	-5	-3	-4	-1.4	1	6	-1
CCOC(=O)C1Nc2ccc(Br)cc2C2C=CCC12 (configuration not stated)	4	-3	0	-0.8	-5	10	8
COc1ccc(C(=O)NC2CCCc3ccccc32)cc1OC1CCN(C(C)=O)CC1 (configuration not stated)	1	-4	1	0.3	-2	1	0
CCCn1nc2cc(C(=O)NC3CCCc4ccccc43)ccc2c1OCC (configuration not stated)	4	.	4	-0.4	45	-8	4
CC(C)NC(=O)C1CCN(C2CCN(Cc3nc4ccccc4s3)CC2)CC1	1	-4	16	-0.3	.	.	-2
Cc1ccccc1NC1=NCC(c2ccc([N+](=O)[O-])cc2)S1 (configuration not stated)	1	-1	-1	-1.4	.	9	-5
Cc1ccccc1CN1C(=O)C(C)Sc2ccc(-c3ccco3)cc21 (configuration not stated)	11	-2	-1	2.0	1	-5	9
O=C(NC1CCCCC1)N(c1ccccc1)c1nnc(-c2cccc([N+](=O)[O-])c2)s1	-2	0	5	1.1	18	-2	1
COc1ccc(CCNC(=O)CC2C(=O)NCCN2CC(C)(C)C)cc1 (configuration not stated)	-2	3	1	-2.1	-3	-8	3

The last 7 records of the part before lead into the next:
SMILES	ERAP1 HTS inh	SIRT5 block	ERp5 inh	CFTR F508del cor	miR-122 sensor	DENV2 CPE	Casp6 inh
COc1ccc(C(=O)NC2CCCc3ccccc32)cc1OC1CCN(C(C)=O)CC1 (configuration not stated)	1	-4	1	0.3	-2	1	0
CCCn1nc2cc(C(=O)NC3CCCc4ccccc43)ccc2c1OCC (configuration not stated)	4	.	4	-0.4	45	-8	4
CC(C)NC(=O)C1CCN(C2CCN(Cc3nc4ccccc4s3)CC2)CC1	1	-4	16	-0.3	.	.	-2
Cc1ccccc1NC1=NCC(c2ccc([N+](=O)[O-])cc2)S1 (configuration not stated)	1	-1	-1	-1.4	.	9	-5
Cc1ccccc1CN1C(=O)C(C)Sc2ccc(-c3ccco3)cc21 (configuration not stated)	11	-2	-1	2.0	1	-5	9
O=C(NC1CCCCC1)N(c1ccccc1)c1nnc(-c2cccc([N+](=O)[O-])c2)s1	-2	0	5	1.1	18	-2	1
COc1ccc(CCNC(=O)CC2C(=O)NCCN2CC(C)(C)C)cc1 (configuration not stated)	-2	3	1	-2.1	-3	-8	3
COc1ccc(C(=O)Nc2ccc3c(c2)OCCO3)c(OC)c1	-2	-2	2	-1.3	-6	2	1
COc1ccc(N(C)C(=O)Cn2c(=O)oc3ccccc32)c(OC)c1	-1	-5	0	0.9	6	0	0
Cc1cccnc1NC(=O)Nc1ccccc1	2	-2	7	-1.4	1	2	0
Cn1c(SCC(=O)N/N=C/c2ccc([N+](=O)[O-])s2)nnc1-c1ccccc1	1	-2	1	.	.	5	0
CCOc1ccccc1N1CCN(CC(=O)Nc2cc(C)on2)CC1	.	-6	-2	-1.0	.	6	-3
CN(C)C(=O)[C@H]1[C@H](CO)[C@H]2Cn3c(ccc(C4=CCCC4)c3=O)[C@H]2N1Cc1ccc2c(c1)OCO2	3	-2	1	-3.4	-5[16.7 µM]	-2	2
C[C@@H]1CN([C@H](C)CO)C(=O)c2cc(NC(=O)Cc3ccccc3)ccc2O[C@@H](C)CCCCO[C@@H]1CN(C)C(=O)NC1CCCCC1	3	3	10	1.2	4[16.7 µM]	-3	1
N#C[C@@H]1N(Cc2ccccc2)C(=O)[C@H]2CC3C=CC21O3 (some centres not stated)	-1	3	4	-2.0	-4	0	0
O=C(c1cnccn1)N1CC(=O)N2[C@H](CO)[C@@H](c3ccc(C#CCC4CCCC4)cc3)[C@H]2C1	2	-1	-1	-0.3	.	-5	-2
Cc1ccc(-c2nnc(/C=C/c3ccccc3)o2)cc1	0	-3	-2	.	.	1	0
CN(C)C(=O)C[C@@H]1CC[C@@H]2[C@H](COC[C@H](O)CN2CC2CCOCC2)O1	1	1	2	3.8	-5[16.7 µM]	-15	-2
COc1ccc(CCNc2nc(-c3ccc(O)cc3)cs2)cc1OC	2	-2	2	1.7	4	-3	0
O=C1NC(=S)N/C1=C/c1cccc2ccccc12	1	4	1	0.4	-9	-2	20
O=C(Nc1cc(S(=O)(=O)N2CCOCC2)ccc1N1CCCC1)c1ccc2c(c1)S(=O)(=O)c1ccccc1C2=O	-1	-1	0	-1.6	0	3	.
CC(C)CC#Cc1ccc2c(c1)O[C@H](CN(C)C(=O)c1cccc(F)c1)[C@@H](C)CN([C@@H](C)CO)S2(=O)=O	-2	18*	-2	-2.0	11[16.7 µM]	24*	1
C/C=C/c1ccc([C@@H]2[C@@H](CO)N3CCCCN(S(=O)(=O)c4cccc(C)c4)C[C@@H]23)cc1	0	9	-6	0.0	-9[16.7 µM]	10	-1
CC(C)c1ccc2[nH]c3nc(SCC(=O)N4CCOCC4)nnc3c2c1	-2	-2	-1	3.2	.	-5	-2
COc1ccc(NC(=O)NNS(=O)(=O)c2ccc(OC)c(OC)c2)c(OC)c1	2	-2	11	-1.0	-3	-5	-2
CCCNC(=O)C1(CC2CC(c3ccccc3)=NO2)CCN(C(=O)C2(C)CC2)CC1 (configuration not stated)	.	.	-3	0.7	7	8	-1
C[C@H]1CN([C@@H](C)CO)C(=O)c2cc(C3=CCCC3)cnc2O[C@H]1CN(C)C(=O)c1ccncc1	4	-7	-3	-2.1	.	-6	0
CCN(CC)S(=O)(=O)c1ccc2c(c1)nc(CCC(=O)OCC(=O)Nc1c(F)cccc1F)n2C	-1	3	2	-2.0	.	45*	-1
Cc1c(C=O)c2ccccn2c1C(=O)c1ccc(F)cc1	2	0	-1	-0.2	-1	-4	1
COc1ccc(CCNC(=O)c2cccc(S(=O)(=O)N3CCCC3)c2)cc1OC	2	0	3	-2.6	3	-6	5
C[C@@H]1CN([C@@H](C)CO)C(=O)c2cccc(NC(=O)c3cnccn3)c2O[C@@H]1CN(C)CC1CC1	-1	-2	-2	-0.3	-4[16.7 µM]	1	3
COc1cccc(CNC(=O)c2cccc(NC(=O)C3=C(C)OCCS3)c2)c1	1	-2	-2	-3.8	-3	-4	-1

Ordered by formula weight (lowest first): three of the compounds above.
SMILES	ERAP1 HTS inh	SIRT5 block	ERp5 inh	CFTR F508del cor	miR-122 sensor	DENV2 CPE	Casp6 inh
Cc1cccnc1NC(=O)Nc1ccccc1	2	-2	7	-1.4	1	2	0
Cc1ccc(-c2nnc(/C=C/c3ccccc3)o2)cc1	0	-3	-2	.	.	1	0
CN(C)C(=O)C[C@@H]1CC[C@@H]2[C@H](COC[C@H](O)CN2CC2CCOCC2)O1	1	1	2	3.8	-5[16.7 µM]	-15	-2

Following part.
SMILES	ERAP1 HTS inh	SIRT5 block	ERp5 inh	CFTR F508del cor	miR-122 sensor	DENV2 CPE	Casp6 inh
O=C(NCC[C@@H]1CC[C@H](NC(=O)c2ccccc2F)[C@H](CO)O1)c1ccc2c(c1)OCO2	0	4	1	-0.8	-12[16.7 µM]	-3	1
COCCCn1c(=O)c2ccccc2n(Cc2cc(C(=O)OC)ccc2OC)c1=O	-1	-1	4	-3.3	-2	0	1
CN(C)CC#Cc1ccc([C@@H]2[C@@H](CO)N3C(=O)CN(C(=O)c4ccccc4)C[C@@H]23)cc1	-3	0	-5	-1.5	.	-3	-16
C[C@@H]1CN([C@H](C)CO)C(=O)c2cc(NS(=O)(=O)c3cccs3)ccc2O[C@@H](C)CCCCO[C@@H]1CN(C)C(=O)c1ccccc1	3	6	-1	-2.5	6[16.7 µM]	18	3
Cc1nc2c3ccccc3nc(NNC(=O)CCC(=O)NCCC(C)C)n2n1	-4	0	-1	1.6	.	1	-5
c1ccc(C2NCCNC2c2ccccc2)cc1 (configuration not stated)	-1	-1	0	-2.4	2	?	-6
CC(C)c1c(C(=O)N/N=C/c2ccoc2)nnn1-c1nonc1N	-2	-1	5	-0.4	2	-3	18
CCCC(=O)Nc1ccc2c(c1)OC[C@@H](C)N(Cc1ccccn1)C[C@@H](C)[C@H](OC)CN(C)C2=O	7	3	0	6.0	.	1	-4
CCCNC(=O)c1ccccc1N1CCN(CCCCN2C(=O)C3CCCCN3C2=O)CC1 (configuration not stated)	1	-2	4	1.5	-3	8	2
O=C(NCc1cc(F)cc(C(F)(F)F)c1)C1CCC(=O)N(C2CCCC2)C1 (configuration not stated)	0	0	-1	0.2	-1	1	-1

Given bar-delimited: 3 of the compounds above
structure | ERAP1 HTS inh | SIRT5 block | ERp5 inh | CFTR F508del cor | miR-122 sensor | DENV2 CPE | Casp6 inh
O=C(NCC[C@@H]1CC[C@H](NC(=O)c2ccccc2F)[C@H](CO)O1)c1ccc2c(c1)OCO2 | 0 | 4 | 1 | -0.8 | -12[16.7 µM] | -3 | 1
COCCCn1c(=O)c2ccccc2n(Cc2cc(C(=O)OC)ccc2OC)c1=O | -1 | -1 | 4 | -3.3 | -2 | 0 | 1
CN(C)CC#Cc1ccc([C@@H]2[C@@H](CO)N3C(=O)CN(C(=O)c4ccccc4)C[C@@H]23)cc1 | -3 | 0 | -5 | -1.5 | . | -3 | -16

Screens (PubChem BioAssay)
